# Pf growth 96h: P. falciparum growth inhibition at 96 hours; Potency, µM (series often up to 28.7 µM), for the others: top-dose activity change, negative = inhibition, actives largely listed as inhibitors; actives 6.9% (n = 320,000); P. falciparum luciferase reporter growth, 96 h; also: potency is read from the fitted curve at half-maximal effect; % is scaled to controls: 0 for no effect and ±100 for the full control effect
#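 P. falciparum expressing integrated firefly luciferase, in erythrocytes at 2% hematocrit, 0.05% parasitemia, incubated with compounds 96 h at 37 C, 5% CO2. Growth inhibition read as loss of luminescence; two-generation exposure targets delayed-death apicoplast inhibitors.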
# Pf growth 48h: inhibits P. falciparum growth in the first generation, 48 h; P. falciparum luciferase growth in erythrocytes, 48 h; Potency, µM (series often up to 28.7 µM), for inactives: at the top dose activity change, negative = inhibition, hits mostly inhibitors; actives 5.9% (n = 310,000); AID 504832; also: potency is read from the fitted curve at half-maximal effect; % is scaled to controls: 0 for no effect and ±100 for the full control effect
#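 Parasite viability was followed by luminescence of a genomically integrated firefly luciferase. Cultures held 0.1% parasitemia at 2% hematocrit (final), incubated under 5% CO2 at 37 C.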
# LmPK inh: LmPK (Leishmania mexicana) enzyme inhibition | purified LmPK, Kinase-Glo ATP luminescence, 1 h | Potency, µM (titrated, usually from 57.5 µM), inactives show at the highest dose activity change, negative = inhibition, usual class: inhibitors | actives 0.37% (n = 290,000); also: potency is read from the fitted curve at half-maximal effect; % is scaled to controls: 0 for no effect and ±100 for the full control effect
# Target sequence (Q27686 whole entry, looked up): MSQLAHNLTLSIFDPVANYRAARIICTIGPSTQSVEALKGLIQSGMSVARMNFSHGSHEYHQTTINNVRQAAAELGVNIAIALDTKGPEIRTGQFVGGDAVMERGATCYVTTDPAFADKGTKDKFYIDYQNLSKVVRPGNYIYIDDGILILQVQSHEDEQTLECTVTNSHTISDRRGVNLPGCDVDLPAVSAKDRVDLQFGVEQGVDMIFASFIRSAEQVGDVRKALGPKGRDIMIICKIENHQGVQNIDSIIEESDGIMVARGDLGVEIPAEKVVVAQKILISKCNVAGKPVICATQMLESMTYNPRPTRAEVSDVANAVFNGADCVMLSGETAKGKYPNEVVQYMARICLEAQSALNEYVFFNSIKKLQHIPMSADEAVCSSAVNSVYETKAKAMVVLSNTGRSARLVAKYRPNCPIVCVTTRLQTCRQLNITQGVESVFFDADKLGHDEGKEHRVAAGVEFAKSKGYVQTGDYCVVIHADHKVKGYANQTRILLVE
#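 qHTS format; LmPK 0.1 nM; substrates PEP 0.5 mM and ADP 0.1 mM. One-hour room-temperature incubation, then coupled luciferase luminescence; 0.5 nM enzyme wells mark activation.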
# CHX counter: counter-screen for Shiga toxin inhibitors: cycloheximide protein synthesis inhibition | cell reporter, cycloheximide protein synthesis inhibition counterscreen | max response, % | actives 12% (n = 300,000) | AID 2314; in the data active = max response mostly above about 13%, no sharp cut-off; inactive = mostly below about 14%; also: read at 38.3 µM for the half of the compounds with a filed dose; 0% is about no effect
# Tb PYK inh: blocks Trypanosoma brucei pyruvate kinase. TbPYK enzyme, Kinase-Glo Plus ATP luminescence, 45 min. Potency, µM (doses to about 76.8 µM), inactives show at the top dose activity, negative = inhibition, usual class: inhibitors. actives 0.12% (n = 410,000). Q57TT1. AID 624173; also: potency is read from the fitted curve at half-maximal effect; % is scaled to controls: 0 for no effect and ±100 for the full control effect; nearly all actives have a fitted effect of over 50% in size
#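 Enzyme and substrate buffer are dispensed first and compound is pin-transferred. ADP at 130 uM final then starts the reaction, which runs 45 min at room temperature. Detection reagent is added for 10 min before luminescence is imaged.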
# Shiga toxin inh: blocks Shiga toxin action in Vero cells; Vero cells, Shiga toxin protein synthesis inhibition reporter; inhibition, % at 38.7 µM; actives 9.2% (n = 290,000); AID 2315; in the data active = inhibition mostly above about 28%, no sharp cut-off; inactive = mostly below about 43%; also: 0% is about no effect
# AMA1-RON2 inh: inhibitors of Plasmodium falciparum AMA1-RON2 interaction | AlphaScreen AMA1-biotinylated RON2 peptide binding | Potency, µM (doses to about 58.2 µM), for inactives: at the top dose activity change, negative = inhibition, actives largely listed as inhibitors | actives 0.2% (n = 360,000);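 also: potency is read from the fitted curve at half-maximal effect; 0% = vehicle wells and -100% = peptide control; nearly all actives have a fitted effect of over 45% in size; some results filed as inactive show a strong effect at the top dose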
#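 AMA1 (3D7) with his tag at 25 nM final met compounds first, then biotinylated RON2 peptide at 25 nM; detection used donor plus acceptor beads, 10 µg/mL apiece, read by AlphaScreen after 30 min at room temperature.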
# Numbers without * were called inactive; i = inactive; ? = inconclusive; . = no result given; [ ] = remark or other dose. Unless noted, calls follow the shape of the dose curve; as a rule, active = well fitted curve in the direction sought with a large enough effect; inconclusive = small, poorly fitted or top-dose-only effect, or another doubt; inactive = no such curve, though single readings can be large; an effect the other way counts as inactive or inconclusive. No enrichment for hits. About 21% of those tested had a hit in this group.
SMILES,Pf growth 96h,Pf growth 48h,LmPK inh,CHX counter,Tb PYK inh,Shiga toxin inh,AMA1-RON2 inh
CC(C)CCNC(=O)CNC(=S)N(CCCN1CCOCC1)Cc1cccs1,?,-20%,-6%,-4,0%,-8,-8%
CC1CCN(Cc2c(C(=O)N/N=C/c3ccc(C(F)(F)F)cc3)nnn2-c2nonc2N)CC1,-10%,?,9%,-1,-4%,-6,2%
COc1cccc(/C=N/n2c(-c3cc(C)[nH]n3)n[nH]c2=S)c1OC,49%[activator],34%[activator],-13%,-2,?,13,92%[activator]
O=C(COc1ccc(Cl)cc1Cl)NCC(=O)N/N=C/c1c[nH]c2ccccc12,26%,18%,0%,-2,-8%,-3,20%
O=C1CC(N2CCN(c3ccc(S(=O)(=O)N4CCCC4)cc3)CC2)C(=O)N1c1ccc(F)cc1 (centres undefined),.,-9%,0%,1,-8%,13,3%
O=C(c1cccc(-n2cccc2)c1)N1CCN(S(=O)(=O)c2ccccc2Br)CC1,?,?,.,.,-10%,.,?
Cc1cc(C)n2c(nc3ccccc32)c1C(=O)NN,?,-11%,-4%,45*,2%,18*,76%[activator]
COc1ccc([N+](=O)[O-])cc1N(CC(=O)O)S(C)(=O)=O,-16%,5%,-4%,-1,6%,24,-5%
COc1ccc(/C=C/C(=O)c2ccc(Cl)cc2)c(OC)c1,43%[activator],134%[activator],-4%,43*,1%,80*,-24%
COc1ccc(N2CCN(C(=O)c3cc(C)oc3C)CC2)cc1,19%,1%,1%,-2,4%,-6,-2%
CCOc1ccccc1C1CC(=O)NC2=C1C(=O)CC(C)(C)C2 (centres undefined),31%[activator],-19%,-2%,9,-8%,-6,-4%
O=c1[nH]c(=O)n(C2CCCO2)cc1Br (centres undefined),.,?,-6%,-4,-5%,-23,27%
CCN(CC)CCOC(=O)c1cccc(OC)c1,52%[activator],26%,5%,9,-3%,23,-1%
Cc1cc2cc(CN(CC3CCCO3)C(=S)NCc3ccco3)c(=O)[nH]c2cc1C (centres undefined),-74%,-24%,1%,-2,1%,-13,-10%
CCc1ccccc1N1C(=O)C2C3C=CC(CC3)C2C1=O (centres undefined),?,4%,-5%,-6,0%,-1,-3%
Clc1ccc(/C=N/NC2=Nc3cccc4cccc2c34)cc1,82%[activator],157%[activator],1%,24*,2%,85*,-16%
COc1cccc2cc(C(=O)OCC(=O)NCc3ccc4c(c3)OCO4)c(=O)oc12,23%,11%,7%,38*,-8%,67*,10%
C/C(=C/C(=O)N1CCc2ccccc21)C(=O)O,?,-10%,2%,-3,1%,5,1%
Cc1ccc(C(=O)CNc2cccc(Cl)c2)cc1,6%,-21%,-2%,30,2%,30,1%
Cc1cc(C)cc(N(CCC#N)C(=O)CN2C(=O)NC3(CCCC3)C2=O)c1,13%,17%,4%,2,3%,23,-7%
CCOC(=O)c1c(S(=O)(=O)N(C)C2CCCCC2)c(C)n(C)c1C,?,-11%,-5%,-6,5%,4,-6%
CCOc1ccc(NC(=O)COc2ccc(C(=O)N3CCC(C(N)=O)CC3)cc2OC)cc1,-3%,46%[activator],.,.,-7%,.,9%
COc1ccc(-n2cc(CN3CCC(OC)CC3)c(-c3cccc(F)c3)n2)cc1,25%,10µM*,4%,8,-24%,9,7%
N#CCCN(C(=O)COC(=O)CNC(=O)C12CC3CC(CC(C3)C1)C2)c1ccccc1,?,20%,.,.,-1%,.,-3%
CCOc1ccc(N2C(=O)CC(Cc3cc(C)cc(C)c3)C2=O)cc1 (centres undefined),?,-14%,-2%,-2,-3%,-1,5%
Fc1cccc(NC(=S)NCc2ccccc2Cl)c1,?,?,8%,8,-13%,19,36%[activator]
Cc1ccc(/C=C/C(=O)O)cc1S(=O)(=O)NCCCO,36%,-2%,-3%,5,5%,11,8%
CCCCOc1ccccc1P(=O)(O)CP(=O)(c1ccccc1)c1ccccc1,?,-10%,-7%,1,-5%,-16,-13%
Cc1nn(C)c(C)c1CN(C)C(=O)c1cnn2c1NC(c1ccccc1)CC2C(F)(F)F (centres undefined),i,.,18%,-2,-4%,-8,-9%
COc1cccc(/C=N/NC(=O)c2nnn(-c3nonc3N)c2CN(C)c2ccccc2)c1,46%[activator],35%[activator],5%,4,4%,-6,3%
CCOc1ccccc1CNC(=O)C1CCCN(c2nn3c(=O)cc(C)nc3s2)C1 (centres undefined),15µM*,?,-2%,-7,2%,-7,3%
CC1(C)Cc2nc(-c3ccccc3)n3cnnc3c2CO1,9%,1%,-2%,1,3%,23,0%
CN(C)CC(=O)N1c2ccccc2CCc2ccc(NC(=O)c3ccc(N)cc3)cc21,65%[activator],5.9µM*,2%,4,-1%,4,-2%
O=C(NC1CCCCC1)c1cc(N2C(=O)CCC2=O)ccc1Cl,?,27%,12%,-6,1%,19,6%
CC(CC(=O)Nc1ccc2c(c1)OCCO2)c1ccccc1 (centres undefined),1%,73%[activator],3%,42*,-7%,55*,-14%
O=[N+]([O-])c1ccccc1CNCCCCO,76%[activator],5%,.,.,-8%,.,3%
O=c1nc(-c2ccccc2Cl)c2cc(F)ccc2[nH]1,?,-28%,0%,-1,-2%,10,6%
Cc1noc(C)c1S(=O)(=O)N(C)CC(=O)Nc1ccc(F)cc1,6%,.,2%,-3,3%,-17,27%
Cc1cc(OC(=O)N(C)C)n(-c2ccccc2)n1,31%[activator],?,1%,-3,4%,4,10%
COC(=O)Nc1ccc(NC(C)=O)cc1,47%[activator],13%,-1%,-2,5%,-3,-14%

# Two entries from above, reformatted.
# Screens in order: Pf growth 96h, Pf growth 48h, LmPK inh, CHX counter, Tb PYK inh, Shiga toxin inh, AMA1-RON2 inh
- CN(C)CC(=O)N1c2ccccc2CCc2ccc(NC(=O)c3ccc(N)cc3)cc21
    65%[activator], 5.9µM*, 2%, 4, -1%, 4, -2%
- O=C(NC1CCCCC1)c1cc(N2C(=O)CCC2=O)ccc1Cl
    ?, 27%, 12%, -6, 1%, 19, 6%

# (further entries)
SMILES,Pf growth 96h,Pf growth 48h,LmPK inh,CHX counter,Tb PYK inh,Shiga toxin inh,AMA1-RON2 inh
CCOC(=O)N1CCN(C(=O)C2CCN(S(=O)(=O)c3cc(Cl)ccc3Cl)CC2)CC1,29%,7.4µM*,0%,-4,3%,-20,-5%
C#CC(CCN1CCCCC1)(OC)c1ccccc1 (centres undefined),?,131%[activator],0%,-2,0%,-18,0%
COc1ccc(NC(=S)Nc2ncccc2C)c(OC)c1,?,19%,1%,63*,-4%,68,-4%
CCN(CC)CCCNC(=O)COc1ccc2oc3c(c2c1)CCCC3,-26%,?,0%,-6,-13%,-8,-8%
C/C(=N\Nc1nc2ccccc2[nH]1)c1cccs1,?,?,-28%,37*,0%,97*,-18%
Cc1ccc(NC(=O)Cc2nc(CSc3nnc(-c4ccc5c(c4)OCO5)o3)cs2)cc1,3.7µM*,212%[activator],-1%,16,0%,98*,5%
CNC(=S)Nc1ccc([N+](=O)[O-])cc1,?,12%,-6%,-2,3%,-7,1%
CCN(CC)S(=O)(=O)c1ccc(Cl)c(NC(=O)CSc2nnc(-c3cccs3)o2)c1,?,1%,-3%,-1,-7%,-5,5%
CCCNC(=O)Nc1cc(C)on1,50%[activator],-5%,-6%,-3,1%,-13,-24%
O=C(Nn1c(C2CCC2)nc2ccccc2c1=O)c1cccs1,?,6%,-3%,10,6%,15,-9%
CC(=O)Nc1ccc(N/C(=N\S(=O)(=O)c2ccccc2)c2ccccc2)cc1,?,-6%,-2%,1,10%,-12,9%
c1ccc(-c2nnc(SCCC3OCCCO3)o2)cc1,84%[activator],272%[activator],-14%,43*,-4%,104*,15%
COc1ccc(-n2nc(C(=O)Nc3ccc4c(c3)OCO4)c3ccccc3c2=O)cc1,3%,10µM*,-12%,10,-2%,-26,-7%
O=C(O)c1ccc(C(=O)Nc2cccc3ccccc23)c(C(=O)O)c1,?,42%,3%,1,-3%,2,-13%
O=C(NCc1ccco1)c1ccc(COCC(F)(F)C(F)F)cc1,-12%,?,2%,5,-15%,19,-19%
On1c(-c2ccco2)nc2c1CCc1nonc1-2,-13%,42%[activator],1%,-2,0%,19,-11%
COc1ccc(CC(=O)Nc2ccc(OC)nc2)cc1,-2%,15%,-2%,-1,22%,-5,10%
Cc1ccccc1OCc1nc(C#N)c(N2CCCC2)o1,-5%,?,6%,4,2%,37,-22%
O=c1cc(-c2ccc(O)cc2)oc2cc(O)c(C3OC(CO)C(O)C(O)C3O)c(O)c12 (centres undefined),?,36%[activator],5%,0,-8%,-17,?
COc1cccc(C(=O)NCCS(=O)(=O)N2CCOCC2)c1,85%[activator],54%[activator],.,.,9%,.,12%
COC(=O)c1ccc(N2CCOCC2)c(F)c1,94%[activator],.,0%,7,4%,16,-3%
CCN(CC)C(c1ccc(F)cc1)c1nnnn1CC1CCCO1 (centres undefined),.,-11%,4%,-4,-7%,-26,-2%
O=C(N/N=C/c1c(F)cccc1Cl)C1CC1,23%,3%,10%,-5,6%,-4,-5%
CS(=O)(=O)N(CC(=O)N1CCCC1)Cc1ccc(Cl)c(Cl)c1,?,0%,1%,1,2%,-7,0%
Cc1ccc(N(Cc2ccccc2)C(=O)c2ccc(C)c(S(=O)(=O)N3CCOCC3)c2)cc1,2.1µM*,6.6µM*,.,.,0%,.,-6%
CCOC(=O)C1=C(COC(=O)c2ccco2)NC(=O)NC1CC (centres undefined),23%,6%,.,.,-5%,.,15%
CCc1nnc(NC(=O)CSc2ccc(-c3ccccc3OC)nn2)s1,13%,-10%,4%,5,-2%,1,19%
O=C(Oc1cccc2cccnc12)c1ccc(N2C(=O)C3C4CCC(C4)C3C2=O)cc1 (centres undefined),1%,-16%,1%,-4,3%,22,73%[activator]
COc1cccc(OC)c1C(=O)Nc1ccc(N2CCN(S(C)(=O)=O)CC2)cc1,.,31%[activator],1%,-1,-1%,8,-1%
Cc1nnc2sc(-c3ccco3)nn12,.,14%,-5%,-2,-7%,-4,7%
CC1=CC(C)(C)N(S(=O)(=O)c2ccc(F)cc2)c2ccccc21,.,?,7%,-2,-4%,-13,4%
Cc1cc(-c2ccccc2)nc2cc(C(N)=O)nn12,.,1%,-2%,-4,1%,1,-8%
COc1cc(Cl)c(C)cc1NC(=O)COC(=O)c1cnc(C)cn1,21%,13%,8%,-1,-7%,-12,-4%
CC(CNC(=S)Nc1cc(F)cc(F)c1)CSc1ccc(Cl)cc1 (centres undefined),?,0%,1%,-4,5%,32,77%[activator]
O=C(C[n+]1cc(Br)cc(Br)c1)c1ccccc1,0.17µM*,13%,5%,9,-5%,-8,-4%
O=C(O[C@H]1CN2CCC1CC2)N1CCc2ccccc2[C@@H]1c1ccccc1,?,?,.,.,6%,.,.
COCCCN1CCN(C2Cc3ccccc3Sc3ccc(Cl)cc32)CC1 (centres undefined),?,?,1%,-3,-4%,-7,-27%

# Assay outcomes deposited in PubChem by National Center for Advancing Translational Sciences (NCATS).
